# Source: PubChem BioAssay (several laboratories)
# MRP1 act: activates MRP-1. H69AR cells + doxorubicin, viability rescue, CellTiter-Glo. viability increase, % at 10 µM. actives 0.61% (n = 140,000). AID 799;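 active = viability gain under doxorubicin at or above a set limit, the compound median plus 3 SD, cut at about 4.7% in these data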;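 also: MRP-1 overexpressing cells given doxorubicin 25 µM after compound pretreatment; 18-22 h compound pretreatment then 72 h with doxorubicin before readout; 0% = doxorubicin-only wells and 100% = vehicle-treated cells without doxorubicin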
# HCT116 PTEN-null: PTEN-deleted cell growth suppression | HCT116 PTEN-null viability, CellTiter-Glo, 60 h; active compounds read low | actives 1.2% (n = 140,000) | AID 827 | viability, % at 10 µM;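 active = viability at or below a set limit, 4 SD under the median of all tested compounds, cut at about 3.7% in these data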;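 also: PTEN knockout HCT116 line with beta catenin targeted HCT116 as companion control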
# BB579 growth dn: reduces growth of yeast BB579 in restrictive medium. S. cerevisiae BB579 growth, OD615, 48 h. AID 804. actives 0.51% (n = 140,000). inhibition, % at 10 µM;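 active = inhibition above a set limit, 3 SD over the mean compound inhibition, cut at about 44% in these data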; also: inactives centre near -24
#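 System: Saccharomyces cerevisiae DeaD strain BB579, replicative lifespan model yeast. Buffer or medium: restrictive glucose-based CSMM-D medium. Doses: one dose, 10 µM compound with 0.25% DMSO. Timing: 4 h preincubation and 48 h exposure at 30 °C. Detection: turbidity as optical density at 615 nm. Benchmarks: amphotericin B 10 µg/mL, positive.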
# GALR2 blocker: blocks the human galanin receptor 2; GALR2-expressing cells, antagonist mode; actives 0.39% (n = 140,000); inhibition, % at 4 µM; AID 828; in the data active = inhibition above about 27%;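 also: cells stimulated with galanin 1-16 at roughly its EC80; 0% = agonist challenge control and 100% = basal control without agonist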
# Target sequence (O43603 whole entry, looked up): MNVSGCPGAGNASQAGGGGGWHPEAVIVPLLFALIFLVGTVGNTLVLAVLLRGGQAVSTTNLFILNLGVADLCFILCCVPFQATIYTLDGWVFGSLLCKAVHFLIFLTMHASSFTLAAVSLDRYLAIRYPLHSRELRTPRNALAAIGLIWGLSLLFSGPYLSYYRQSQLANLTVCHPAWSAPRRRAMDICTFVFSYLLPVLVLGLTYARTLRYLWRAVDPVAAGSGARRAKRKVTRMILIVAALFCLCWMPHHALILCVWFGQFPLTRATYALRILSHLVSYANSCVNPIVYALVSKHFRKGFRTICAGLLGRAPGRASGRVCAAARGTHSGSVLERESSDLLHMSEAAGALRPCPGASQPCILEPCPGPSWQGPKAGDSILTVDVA
# Phagocytosis inh: blocks phagocytosis by macrophages | J774A.1 macrophage IgG-bead phagocytosis, imaging | inhibition, % at 5 µM | actives 0.07% (n = 110,000);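 active = inhibition above the mean of the plate negative controls plus 5 SD, cut at about 13% in these data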;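 also: phagocytic index as fraction of beads internalized from green versus red external bead signal; plate controls were DMSO negative control for no effect and cytochalasin-D positive control for full effect; some results beyond the cut were filed as inactive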
# NPY Y2 blocker: NPY-Y2 (human) receptor antagonism; P49146; NPY-Y2 expressing cells, antagonist mode; inhibition, % at 2.7 µM; actives 0.99% (n = 140,000); in the data active = inhibition above about 17%;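 also: 0% = vehicle with agonist challenge and 100% = reference antagonist with challenge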
# Target sequence (P49146 whole entry, looked up): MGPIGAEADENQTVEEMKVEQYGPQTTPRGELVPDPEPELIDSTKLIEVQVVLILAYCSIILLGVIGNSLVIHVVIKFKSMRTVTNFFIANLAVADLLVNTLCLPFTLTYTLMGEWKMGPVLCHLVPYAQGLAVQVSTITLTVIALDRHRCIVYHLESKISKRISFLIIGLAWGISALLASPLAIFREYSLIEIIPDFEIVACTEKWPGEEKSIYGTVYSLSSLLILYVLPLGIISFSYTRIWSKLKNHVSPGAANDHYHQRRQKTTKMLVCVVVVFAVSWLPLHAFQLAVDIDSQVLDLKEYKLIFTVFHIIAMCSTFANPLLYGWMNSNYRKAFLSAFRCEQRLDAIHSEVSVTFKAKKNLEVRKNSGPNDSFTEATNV
# Yeast life ext: extends the lifespan of yeast; S. cerevisiae growth with nicotinamide, OD615; deaD strain in restrictive glucose medium; inhibition of the nicotinamide effect, % at 10 µM; actives 0.68% (n = 130,000); AID 775;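 active = inhibition above a set limit, placed 3 SD over the median of all compounds, cut at about 26% in these data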;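 also: 0% = nicotinamide-treated wells and 100% = cells grown without nicotinamide; some compounds called inactive have numbers as strong as hits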
#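 Test system – modified budding yeast, DeaD strain · Compound – single dose 10 µM compound, 0.25% DMSO · Times – culture preincubation 4 h, compound exposure 48 h, both 30 °C · Detection – optical density (absorbance) at 615 nm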
# HCT116 bCat-KO: beta-catenin-lacking colon tumor cell growth suppression. AID 818. viability, % at 10 µM. HCT116 beta-catenin knockout viability, CellTiter-Glo, 60 h; active compounds read low. actives 1.5% (n = 140,000);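 active = viability at or under a set limit, the compound median less 4 SD, cut at about 6% in these data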;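 also: 0% = Hyamine 1622 control at 20 µM and 100% = untreated cell control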
# Measles CPE: protection of cells from measles virus; Measles virus-infected cells, CPE protection, absorbance; protection (pct of control), % at 4 µM; actives 1.5% (n = 140,000); in the data active = protection mostly above about 24%, no sharp cut-off; inactive = mostly below about 26%; also: some compounds called inactive have numbers as strong as hits
# E-sel TNF inh: blocks E-selectin expression induced by TNF alpha. HUVEC TNFa-induced E-selectin immunofluorescence, high content. inhibition, % at 2 µM. actives 0.71% (n = 120,000). AID 1246;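 active = inhibition above the batch mean plus 3 SD, and confirmed as a hit on visual image review, cut at about 43% in these data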;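 also: 0% = TNF-stimulated DMSO wells and 100% = unstimulated control wells; not every result past the cut was called active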
# Active calls of the source: *; . = not tested or not shown. Random draw from the library; 6.3% or so of the library scored in one or more.
SMILES,MRP1 act,HCT116 PTEN-null,BB579 growth dn,GALR2 blocker,Phagocytosis inh,NPY Y2 blocker,Yeast life ext,HCT116 bCat-KO,Measles CPE,E-sel TNF inh
COc1cccc(C(=O)Nc2ccc(NC(C)=O)cc2)c1,-2.2,98,-34,4,0,-1,-16,89,4,.
CC(=O)Cc1nsc(NC(=O)c2c(-c3ccccc3Cl)noc2C)n1,-3.2,89,-33,-5,0,2,-18,88,4,47
Cc1nn(-c2ccc(F)cc2)c(Cl)c1/C=C/C(=O)OCC(=O)Nc1ccc(F)cc1F,-1.4,82,-19,-3,-4,12,-2,67,20,0
Cc1ccc(NC(=O)COc2cccnc2[N+](=O)[O-])cc1S(=O)(=O)N1CCCCC1,-0.3,71,-58,-4,-4,2,-2,71,12,4
CCCCn1nnnc1NCc1cc(OC)c(OC)cc1OC,-1.1,100,-38,5,-1,1,-14,99,17,0
CCn1ncc(/C=N/NS(=O)(=O)c2ccc(Cl)cc2)c1C,-0.5,97,-3,3,-2,0,-4,95,13,-24
COc1cccc(OCc2nc3ccccc3c(=O)n2N)c1,-2.1,81,-28,6,-4,0,-21,76,18,-17
O=C(NCCC(=O)N1CCNC1=O)OCc1ccccc1,0.8,84,29,2,0,5,-11,83,36,.
CCOC(=O)C1=C(C)NC(=O)NC1c1ccc(Br)o1 (stereo not given),-2.1,93,6,-5,10,1,-1,87,2,9
COc1ccc(-c2cnn(-c3ccccc3)c2N)cc1OC,2.5,100,20,3,0,-1,-16,97,12,-6
COc1cccc(C(c2nnnn2Cc2ccccc2)N2CCN(C(=O)c3ccco3)CC2)c1OC (stereo not given),-2.1,82,-40,-2,1,3,-5,83,23,2
Cc1ccnc(NC(=O)CN(C)S(=O)(=O)c2cccc3nsnc23)c1,-3.2,107,-53,-2,.,4,-9,99,27,.
Cc1nc(CCN2C(=O)c3ccccc3C2=O)n[nH]1,2.0,101,-26,15,.,1,4,94,13,33
COc1ccc(/C=C/C(=O)NCCCc2ccccc2)cc1OC,0.5,89,-33,10,-3,4,-5,102,4,.
CC1CCCCN1C(=S)Nc1ccc2nc3n(c(=O)c2c1)CCCCC3 (stereo not given),-1.6,90,-52,2,-7,3,56*,80,12,-7
CN1C(CC(=O)c2ccccc2)CCCC1CC(O)c1ccccc1 (stereo not given),0.3,100,-41,11,1,3,-5,101,16,-16
COc1ccc(C(C)=O)c(OC(=O)c2ccco2)c1,-1.6,94,-3,9,.,-1,-18,88,19,6
CS(=O)(=O)c1ccccc1COC(=O)Nc1ccc(Cl)cc1,-0.6,72,-45,4,.,-1,-9,77,27,-16
Nc1nonc1-c1noc(CCCCCN2C(=O)c3ccccc3C2=O)n1,-2.0,96,-20,6,1,8,-8,98,23,-15
CCCC(=O)c1cc2c(cc1NC(=O)c1cccs1)OCCO2,-4.0,86,-41,1,.,2,-14,81,12,-2
COC(=O)c1sc2ccccc2c1NC(=O)c1coc2ccccc2c1=O,0.1,86,-15,-2,-7,0,5,86,4,-5
COc1ccc(C(=O)CN2CC(C)SC2=Nc2ccc(Cl)cc2)cc1 (stereo not given),-0.1,56,-38,-15,-3,3,4,58,9,6
CCOC(=O)CSc1nnc(CNC(=O)c2cccs2)n1-c1cc(C)ccc1C,-2.7,89,-3,12,-1,1,1,93,9,3
COc1ccc(-c2nc3c([nH]2)c(=O)n(C)c(=O)n3C)c(OC)c1,-2.1,95,-32,-4,.,-1,-14,98,17,-33
O=S(=O)(c1cccs1)N1CN(Cc2ccc(F)cc2)c2nc3ccccc3nc21,0.4,84,-46,-4,.,0,-6,90,25,1
COc1ccccc1N1C(=O)CCC1(C#N)c1ccc(Br)cc1 (stereo not given),-2.5,89,-29,-4,0,6,-2,90,3,0
COc1ccc(S(=O)(=O)Nc2nncs2)cc1,-1.8,96,-36,7,.,0,-4,107,6,-10
O=C(NCc1ccccc1)C1C2C=CC3(CN(Cc4cccnc4)C(=O)C13)O2 (stereo not given),-1.6,86,-19,-1,-2,1,-4,88,4,-3
CCOC(=O)N1CCC(NC(=O)c2ccc(NC(=O)C3CCCO3)cc2)CC1 (stereo not given),-1.1,96,-36,-4,0,-1,-3,103,22,.
CCc1c(C(=O)Nc2ccncc2)csc1C,0.6,93,-70,4,0,5,6,82,10,-25
CN(C)S(=O)(=O)c1cccc(NC(=O)COC(=O)CCSc2ccc(Cl)cc2)c1,-1.4,92,-39,6,-6,8,-2,89,6,-99
O=C(CN1CCN(S(=O)(=O)c2ccc(Br)cc2)CC1)N/N=C/c1cccs1,0.3,103,0,-2,-7,3,-5,97,5,13
COC(=O)c1c(NC(=O)c2cccs2)sc2c1CCC(C)C2 (stereo not given),-0.1,86,-44,9,-2,1,-3,88,10,.
COc1ccc(Cl)cc1NC(=O)C(C)Sc1n[nH]c(N)n1 (stereo not given),-0.1,111,21,9,-1,-1,-8,108,14,-3
CCOc1ccccc1OCCCCCc1c(C)n[nH]c1C,-1.5,79,-19,-4,3,3,-7,69,27,.
O=C(CS(=O)(=O)c1ccccc1)Nc1nc(-c2ccccc2)cs1,-2.3,91,-4,2,0,1,-12,98,24,7
COC(=O)C1=C(C)N(Cc2ccc(OC)cc2)C(=O)C1,-0.9,85,-42,6,0,2,-10,83,7,.
Cc1cccc(Oc2coc3cc(OC(=O)c4cccs4)ccc3c2=O)c1,-3.1,87,-36,-12,.,1,-7,92,12,-2
O=S(=O)(c1cccs1)N1CCN(CC(O)COC2CCCc3ccccc32)CC1 (stereo not given),-0.5,91,4,4,1,1,-9,89,12,18
Cc1noc(C(=O)N2CC3(C)CC2CC(C)(C)C3)c1Cl (stereo not given),-2.1,85,-30,-4,0,4,2,86,28,.
O=C(CSc1nc2cc(Cl)ccc2o1)Nc1ccc(N2CCOCC2)cc1,0.6,96,-30,5,1,0,-24,99,13,-1
COc1ccccc1-c1c(C#N)c(SCC(=O)N2CCCC2)nc(C)c1C(N)=O,-2.6,92,-9,9,2,0,-2,88,25,.
Cc1cc(C(=O)CSc2nnc(-c3ccc(F)cc3)o2)c(C)n1CC1CCCO1 (stereo not given),-0.9,75,-22,-5,-1,6,-3,41,6,-8
O=C(CCCn1c(=O)c2sccc2n(CC(=O)OCc2ccccc2)c1=O)NCc1ccco1,-1.8,88,11,-20,1,8,-2,89,1,-6
CC1CN(C(=O)c2ccccc2NS(=O)(=O)c2cccc([N+](=O)[O-])c2)CC(C)O1 (stereo not given),-0.2,87,-22,-4,-7,1,9,92,3,.
CCOC(=O)CC1=C(C(=O)OCC)C(c2ccc(C)o2)C(C#N)=C(N)O1 (stereo not given),-2.2,96,-47,-2,-4,0,-3,86,10,1
CCCN1Cc2cccc(C(=O)Nc3ccc(C)cc3)c2C1=O,1.6,105,-37,-5,0,3,-7,102,10,.
COc1ccc(CC(=O)Nc2ccc(-c3cn4cccc(C)c4n3)cc2)cc1OC,-0.9,99,10,-7,-4,0,-17,101,11,19
COc1cccc(/C=N/NC(=O)C[n+]2ccccc2)c1O,0.8,104,-14,-8,-3,14,1,95,3,-7
COc1cccc(C(C(=O)Nc2ccc(F)cc2)N(C(=O)Cn2nnc3ccccc32)C2CC2)c1 (stereo not given),-1.5,62,-36,4,.,5,-8,64,6,-31
CCNC(=O)c1cc2ccccc2o1,-1.0,88,-42,-8,-3,0,-3,90,4,24
O=C(CCC(=O)c1ccc(Oc2ccccc2)cc1)Nc1ccc(Cl)cc1Cl,0.7,.,-31,-3,.,6,-1,93,17,-9
O=C(Cn1nnc(-c2ccccc2)n1)N/N=C/c1cccc([N+](=O)[O-])c1,1.1,112,-27,10,.,6,5,93,25,-11
O=C(CCC1CCCC1)NC1CCCCC1,-2.0,99,-16,-10,0,2,8,104,9,18
Cn1c(C(=O)Nc2ccc3c(c2)OCCO3)cc2sccc21,-0.9,69,-9,8,0,2,-13,74,12,.
COc1ccc(Cc2nnc(NC(=O)Cn3cnc4c3c(=O)n(C)c(=O)n4C)s2)cc1OC,-0.4,92,-24,2,.,4,8,83,26,-1
CC(C(=O)N1c2ccccc2CCc2ccccc21)n1nnc(-c2ccc(N(C)C)cc2)n1 (stereo not given),8.2*,80,-32,-1,.,12,.,78,10,5
COc1ccc(OC)c(C(=O)CSc2nnc(Cc3cccs3)n2C)c1,-3.6,96,6,1,1,3,-16,98,21,-6
COc1ccc(/C=N/NC(=O)c2cccc([N+](=O)[O-])c2)cc1OC(=O)c1ccccc1,-1.6,22,-23,9,.,2,-22,21,2,5
CC(=O)Nc1ccc(/C=C(\C#N)C(=O)NCc2ccccc2)cc1,-3.4,95,-3,11,-8,3,4,90,8,54

# Further records
SMILES,MRP1 act,HCT116 PTEN-null,BB579 growth dn,GALR2 blocker,Phagocytosis inh,NPY Y2 blocker,Yeast life ext,HCT116 bCat-KO,Measles CPE,E-sel TNF inh
O=C(NCCc1c[nH]c2ccccc12)C(=O)NCC1OCCCN1S(=O)(=O)c1ccccc1 (stereo not given),-0.1,77,-61,9,5,0,0,88,17,12
CC(C)(C)c1ccc(C(=O)NNC(=O)c2cccc(Br)c2)cc1,-1.9,26,-71,-9,-1,1,-8,32,4,11
COC(=O)C(C(=O)Nc1ncccn1)C1CCCCCC1 (stereo not given),4.0,96,21,-15,1,1,0,98,7,-33
COc1ccc(-c2n[nH]c(C)c2-c2cnn(-c3ccccc3)c2)c(O)c1C,-3.7,61,8,1,-4,2,-7,76,15,-44
CCOC(=O)N1CCN(C(=O)C2CCCN(S(=O)(=O)c3cccnc3)C2)CC1 (stereo not given),-2.0,94,-14,-10,0,3,-3,94,18,-1
CCOC(=O)C1=C(C)Nc2nnnn2C1c1cccc(OC)c1OC (stereo not given),-2.5,83,-12,-6,.,-1,-6,84,2,-3
Cc1ccc(Cn2nc(C)c(NC(=O)c3nn(C)cc3Cl)c2C)cc1,-1.2,105,-16,4,.,1,.,99,6,11
CCOC(=O)N1CCc2c(sc(NC(=O)c3ccc(Cl)s3)c2C(N)=O)C1,-2.3,52,-26,9,0,0,-2,39,14,-24
